Compound activity: PubChem, Sanford-Burnham Center for Chemical Genomics
MKP-3 inhibition: MKP-3 phosphatase inhibitors, primary screen, biochemical, rat enzyme, in vitro (AID 425); recombinant MKP-3 phosphatase activity, fluorescence; higher % means a stronger effect; hit rate 0.17% among 110,000; Dual specificity protein phosphatase 6 (Rattus norvegicus); inhibition, % at 20 µM, or IC50 in µM where a hit was titrated; in the data active means inhibition above about 50%;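 further: plate controls were vehicle for no effect and reference inhibitor for full effect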
Hsp70 displacement: Hsp70 inhibitors, probe displacement, primary screen, biochemical, fluorescence polarization (AID 583); Hsp70 fluorescence polarization probe displacement, mP; higher % means a stronger effect; displacement, % at 20 µM; hits with a dose series show IC50 in µM; hit rate 0.06% among 140,000; in the data active means displacement above about 50%;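 further: plate controls were vehicle for no effect and reference ligand for full effect; a part of the inactive calls stands beside numbers as strong as those of hits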
* marks the source's active call; other numbers are inactive results; nt = no result given; & = joins results of further samples. These rows are one share of the data. The share of hits here may be higher or lower than overall.

| SMILES | MKP-3 inhibition | Hsp70 displacement |
| --- | --- | --- |
| COC(=O)c1ccc2c(=O)n(CCCCCC(=O)NCc3ccccc3)c(=O)[nH]c2c1 | nt | 3.6% |
| Cc1cc2c(cc1C)NC(=O)CC(C(F)(F)F)=N2 | 3% | -1.7% |
| CCC12CN3CC(CC)(CN(C1)C3c1c(O)ccc3ccccc13)C2=O (stereo not given) | -8% | -4.6% |
| Cc1cc(C(=O)Nc2c(F)cc(F)cc2Br)no1 | 5% | 1.7% |
| S=c1nc(-c2ccccc2)n(CCCn2ccnc2)c2c1CCCC2 | 0% | -0.9% |
| O=C(O)c1ccc2noc(-c3ccccc3)c2c1 | 8% | 15% |
| COc1ccc(OC)c(C2C(C(N)=O)=C(C)Nc3nc(CCCO)nn32)c1 (stereo not given) | -12% | -0.4% |
| O=S(=O)(NC(=NC1CCCC1)C(F)(F)F)c1ccccc1 | -10% | 1.4% |
| CN(C)c1ccc(/C=C(\NC(=O)c2ccccc2)C(=O)NCc2ccncc2)cc1 | 1% | 0.2% |
| CCOc1cc(C)c(S(=O)(=O)N2CCCC2)cc1C | -7% | 3.0% |
| COC(=O)c1ccccc1NC(=O)c1cc2nc(-c3cccs3)cc(C(F)(F)F)n2n1 | 0% | 25% |
| O=C(O)c1cccc(NC(=O)c2cc(S(=O)(=O)NCc3ccccc3)ccc2Cl)c1 | 1% | -1.3% |
| Cc1ccc(N2C(=O)CC(N3CCN(c4ccc([N+](=O)[O-])cc4)CC3)C2=O)c(C)c1 (stereo not given) | 1% | -0.2% |
| CCOC(=O)N1CCC(Nc2c(-c3ccc(C)c(C)c3)c(=O)c2=O)CC1 | -8% | 2.1% |
| N#Cc1nc(-c2ccco2)oc1NCc1ccc(F)cc1 | -2% | -3.9% |
| CCCN1CCN(CCCNC(=O)Cn2cc3c(n2)CCCC3)CC1 | -4% | 5.8% |
| CCn1c(=O)c2ccccc2n2c(SCC(=O)NCc3cccs3)nnc12 | -2% | 0.4% |
| CCOc1ccc(N=C(NC#N)SCC(=O)NC2CC2)cc1 | -14% | 1.9% |
| COc1ccc(-c2c(C#N)c(N)nc3c2CCCCC3)cc1OC | -1% | -3.4% |
| C/C(=N\NS(=O)(=O)c1ccccc1)c1ccc(I)cc1 | 2% | -0.7% |
| N#Cc1cc2c(nc1SCC(=O)N1CCCCC1)CCCCC2 | 1% | 0.1% |
| CCOC(=O)c1c(C)sc(Sc2ccc(Br)cc2[N+](=O)[O-])c1OC | 2% | -0.1% |
| Cc1[nH]c2ccccc2c1[C@H]1[C@@H](CC#N)C1(C)C | nt | -0.4% |
| CC(C)C(c1nnnn1C1CCCC1)N1CCc2ccccc21 (stereo not given) | -2% | -2.7% |
| CCOC(=O)c1ccc(NS(=O)(=O)c2cc(-c3nnnn3C)ccc2OC)cc1 | 3% | -4.1% |
| CCOc1cc(/C=C2\C(=O)N(c3ccc(S(N)(=O)=O)cc3)N=C2C)ccc1O | 4% | -0.4% |
| Cc1ccc[n+](CC(=O)c2ccc(Cl)cc2)c1C | -2% | -7.3% |
| CC(=O)C1=C(Nc2ccc(Br)cc2)CC(C)(O)C(C(C)=O)C1c1ccc(Cl)cc1 (stereo not given) | 3% | 2.1% |
| COc1ccc(NS(=O)(=O)c2ccc(N3C(=O)CCC3=O)cc2)cc1 | nt | 7.2% |
| c1ccc(-n2cnnc2SCc2cn3ccccc3n2)cc1 | 4% | -3.0% |

One compound at a time (already shown). Values in the order: MKP-3 inhibition	Hsp70 displacement
CCOc1ccc(N=C(NC#N)SCC(=O)NC2CC2)cc1 is entered as -14%	1.9%
CCn1c(=O)c2ccccc2n2c(SCC(=O)NCc3cccs3)nnc12 is entered as -2%	0.4%
COc1ccc(-c2c(C#N)c(N)nc3c2CCCCC3)cc1OC is entered as -1%	-3.4%
C/C(=N\NS(=O)(=O)c1ccccc1)c1ccc(I)cc1 is entered as 2%	-0.7%
N#Cc1cc2c(nc1SCC(=O)N1CCCCC1)CCCCC2 is entered as 1%	0.1%

Next part
| SMILES | MKP-3 inhibition | Hsp70 displacement |
| --- | --- | --- |
| O=C(CSc1nnc(Cc2cc(=O)[nH]c(=O)[nH]2)n1-c1ccc(F)cc1)NC1CCCC1 | -3% | 2.1% |
| COC(=O)C1(CC(=O)C(C)(C)C)NN=C(c2ccccc2)S1 (stereo not given) | 1% | 3.3% |
| COc1cccc(C(=O)Nc2ccc(Br)cn2)c1 | -4% | -2.4% |
| O=S(=O)(Cc1ccc(Cl)cc1)NCC1CCCO1 (stereo not given) | 4% | 4.1% |
| O=C(N=Nc1c(O)n(Cc2ccccc2)c2ccccc12)c1ccc2ccccc2n1 | 19% | -3.3% |
| CCCC(c1nnnn1C(C)(C)CC)N1CCN(C2CCCC2)CC1 (stereo not given) | -6% | 1.4% |
| CCCn1c(SCC(=O)c2cc(OC)ccc2OC)nc2c1c(=O)n(C)c(=O)n2C | 2% | 4.8% |
| N#Cc1c(NC(=O)Cn2c(=O)oc3ccccc32)oc(-c2ccccc2)c1-c1ccccc1 | 8% | -2.4% |
| O=C(NCc1ccc(F)cc1)c1ccc(CS(=O)(=O)Cc2ccccc2F)o1 | 8% | -1.4% |
| O=C(NCCSCc1ccco1)c1ccc(CN2CCOCC2)cc1 | -11% | nt |
| COc1ccc(-c2nnn(CC(=O)c3ccc4c(c3)OCCO4)n2)cc1OC | 1% | 1.0% |
| Cc1c(Cl)cccc1NC(=O)CSc1nnc(CCNC(=O)OC(C)(C)C)o1 | -12% | -5.8% |
| O=C(NNC(=S)Nc1ccccc1)c1cccnc1 | 2% | 0.5% |
| COc1cc(/C=N/O)ccc1OCc1ccc(Cl)cc1 | 2% | -4.4% |
| CN(C)c1ccc(C(c2ccc(N(C)C)cc2)(c2ccc(N(C)C)cc2)C(F)(F)F)cc1 | 2% | 2.4% |
| Cn1c(=O)c2c(ncn2Cc2ccc(Cl)c(Cl)c2)n(C)c1=O | 0% | -3.7% |
| Cc1cc(/C=N/NC(=O)CC#N)c(C)n1-c1ccc(Cl)cc1 | 4% | -5.7% |
| CCN(CC)c1ccc2cc(-c3nnc(-c4ccc(Br)cc4)o3)c(=O)oc2c1 | nt | -65% |
| Cc1nn(CCC(=O)O)c2nc(-c3cccnc3)cc(C(F)(F)F)c12 | -8% | -2.7% |
| CCOc1ccccc1N1CC(O)=C(c2nc3ccccc3s2)C1=N | -8% | 7.3% |
| CC1=C(C(=O)OCCc2ccccc2)C(c2ccccc2F)CC(=O)N1 (stereo not given) | 5% | -2.0% |
| CC1=CC(C)C(/C=N/n2cnnc2)C(C)C1 (stereo not given) | -3% | -3.2% |
| Cc1nc(NNC(=O)c2ccccc2)cc(-c2ccccc2)n1 | nt | 4.9% |
| O=C(CCCOc1ccccc1)N1CCN(c2ccccc2)CC1 | nt | -4.2% |
| Cc1ccc2c(c1)c(C)c(C)n2CC(O)Cn1nc(C)cc1C (stereo not given) | 1% | 0.2% |
| O=C(Nc1cc(N2CCOCC2)ncn1)NC1(C(F)(F)F)Oc2ccc(Cl)cc2O1 (stereo not given) | 7% | -1.4% |
| Cc1ccc(C)c(S(=O)(=O)NCc2ccc(C(=O)N3CCN(C)CC3)cc2)c1 | -4% | nt |
| O=C(CSc1nnc(Cc2ccccc2)n1Cc1ccccc1)NCc1ccco1 | nt | 1.2% |
| COc1ccc(S(=O)(=O)Nc2ccc(O)c3ccccc23)cc1 | -9% | 3.9% |
| COC(=O)CNC(c1ccccc1)c1cc(Br)ccc1NC(=O)CCCNC(=O)OCc1ccccc1 (stereo not given) | 2% | 6.2% |
| COCCn1c(SCC(=O)Nc2cccc(C(=O)OC)c2)nc2ccccc2c1=O | -7% | 2.2% |
| CN(C)c1ccnc2sc(C(=O)c3ccccc3)c(N)c12 | 2% | 1.1% |
| Cn1nc([N+](=O)[O-])c2c(-c3nc4ccccc4s3)c(N)n(C3CCCCC3)c2c1=O | nt | 18% |
| Cc1ccc2c(c1)NC(c1ccc(C)o1)C1=C(CC(C)(C)CC1=O)N2 (stereo not given) | 3% | 33% |
| CCOC(=O)c1ccc(NC(=O)C(Cl)(Cl)Cl)cc1 | 4% | 0.0% |
| Cc1c(NC(=O)c2ccccc2[N+](=O)[O-])cccc1-c1nc2cc(Cl)ccc2o1 | -1% | 60%* |
| CCOC(=O)/C=C1\NC(C)(C)Cc2cc(OC)c(OC)cc21 | 5% | -3.8%&0.9% |
| CCN1CCN(C(=O)CCN2C(=O)COc3ccc(C)cc32)CC1 | -10% | 4.8% |
| O=C(c1ccccc1Br)N1CCN(c2ccc([N+](=O)[O-])cc2Cl)CC1 | 2% | -3.2% |
| COc1ccc(CCCc2nnc(SCC(=O)Nc3nc(C)cs3)n2C)cc1 | -5% | -4.3% |
| COc1ccc(C2=C(O)C(C)N(c3ccccc3)C2=N)cc1OC (stereo not given) | -21% | 11% |
| Cc1cc(C)nc(NS(=O)(=O)c2ccc(Br)s2)c1 | 5% | -4.4% |
| COc1ccc(S(=O)(=O)N2Cc3ccccc3CC2C(=O)Nc2nccs2)cc1OC (stereo not given) | -8% | nt |
| CCCn1c(-c2ccc(OC)cc2)nc2nc3ccccc3nc21 | -2% | -1.8% |
| Cc1cc(C)c2c(N)c(C(=O)N3CCN(c4ncccn4)CC3)sc2n1 | 1% | -1.4% |
| Cc1ccc(NS(=O)(=O)c2cn(C)cn2)cc1 | 0% | 1.0% |
| COc1ccc(N2C(=O)NC(=O)/C(=C/c3cc(Br)c(OCCOc4ccccc4OC)c(OC)c3)C2=O)cc1 | -2% | 8.5% |
| O=C1C2C3C=CC(C3)C2C(=O)N1/N=C/c1ccc(-c2ccccc2[N+](=O)[O-])o1 (stereo not given) | 4% | -5.0% |
| COc1ccccc1NC(=O)NC1(C(=O)N2CCCCCC2)CCCCC1 | nt | 2.7% |
| CC12CCCCC1C2C(=O)N/N=C\c1ccc(-c2ccc(C(=O)O)cc2)o1 (stereo not given) | 1% | 5.5% |
| O=C1CCCCCN1C(=O)c1cccc(C(=O)N2CCCCCC2=O)c1 | -5% | -3.1% |
| O=C(O)CCC(=O)OCC1CCCO1 (stereo not given) | -2% | -3.6% |
| COc1ccc(C)cc1-n1nnnc1SCC1CCCCO1 (stereo not given) | -11% | -0.3% |
| COc1ccc(N)cc1-n1c(C)ccc1C | 14% | 9.2% |
| CC(=O)Nc1ccccc1NC(=O)c1cccc(Br)c1 | -2% | 0.3% |
| COc1ccc(C(NC(=O)C(c2ccccc2)c2ccccc2)NC(=O)C(c2ccccc2)c2ccccc2)cc1 | 1% | 0.2% |
| O=C(O)c1cc(NC(=O)c2cccc(C(=O)Nc3cc(C(=O)O)cc(C(=O)O)c3)c2)cc(C(=O)O)c1 | 3% | -1.7% |
| Cc1ccc(Cn2ncc3c(N4CCN(c5ccc(C)cc5)CC4)ncnc32)cc1 | 0% | 7.8% |
| CC(C)(C)NC(=O)CSc1nnc(-c2ccccn2)n1-c1ccccc1 | -16% | 3.1% |
| COc1ccc(C(=O)Nc2ccccc2CO)cc1OC | 1% | 2.6% |

(more compounds)
| SMILES | MKP-3 inhibition | Hsp70 displacement |
| --- | --- | --- |
| CNC(=O)c1[nH]cnc1C(=O)Nc1cccc(OC)c1 | -10% | 1.5% |
| CN(C)CCC(=O)c1ccc(O)cc1 | 3% | 1.3% |
| O=C(CN1C(=O)C2(OCCO2)c2ccccc21)c1ccc(Br)cc1 | -2% | -1.1% |
| CCOCC(=O)Nc1cc(OC)c(Cl)cc1OC | -1% | 4.1% |
| CSc1ccccc1NC(=O)c1cc(C(C)C)on1 | nt | 0.7% |
| CC(C)(C)c1ccc(C(=O)N/C(N)=N/c2nc3ccccc3o2)cc1 | nt | -3.4% |
| CC1=C(C(=O)OCC(C)C)C(c2ccc([N+](=O)[O-])cc2)NC(=O)N1 (stereo not given) | 0% | -1.4% |
| O=C1C(=O)N(CCN2CCOCC2)C(c2ccccn2)/C1=C(/O)c1ccccc1 (stereo not given) | -7% | 8.4% |
| CCCCCOC(=O)Cn1c(=O)oc2ccccc21 | -8% | 0.0% |
| CCC(C)(C)n1c(=O)[nH]c2c(c1=O)CCC2 | -3% | 0.6% |
| CCOC(=O)Cn1nnnc1CN(Cc1ccc(OC)cc1)Cc1cc2cc(CC)ccc2[nH]c1=O | 7% | -6.8% |
| NS(=O)(=O)c1ccc(NC(=O)CSC2=NC(=O)C(c3ccccc3)C(=O)N2)cc1 (stereo not given) | -10% | 7.4% |
| O=C(Nc1ccncc1)c1ccc(NC(=O)c2ccco2)cc1 | 0% | -1.3% |
| COCCNC(=O)CNC(=O)c1nn(-c2ccc(OC)c(Cl)c2)c(=O)c2ccccc12 | nt | -3.5% |
| O=C(C1CCCN(S(=O)(=O)c2cccs2)C1)N1CCC(N2CCCCC2)CC1 (stereo not given) | -5% | -11% |

Overlap with the part before: 4 entries, followed by the next part.
| SMILES | MKP-3 inhibition | Hsp70 displacement |
| --- | --- | --- |
| NS(=O)(=O)c1ccc(NC(=O)CSC2=NC(=O)C(c3ccccc3)C(=O)N2)cc1 (stereo not given) | -10% | 7.4% |
| O=C(Nc1ccncc1)c1ccc(NC(=O)c2ccco2)cc1 | 0% | -1.3% |
| COCCNC(=O)CNC(=O)c1nn(-c2ccc(OC)c(Cl)c2)c(=O)c2ccccc12 | nt | -3.5% |
| O=C(C1CCCN(S(=O)(=O)c2cccs2)C1)N1CCC(N2CCCCC2)CC1 (stereo not given) | -5% | -11% |
| O=C1c2ccccc2CC1(Cc1ccccc1)Cc1ccccc1 | nt | 1.6% |
| CC(C)(C)N1C(=O)c2ccc(C(=O)O)cc2C1=O | -12% | 3.9% |
| O=C(c1cc(C2CC2)on1)N1CCN(c2ccc(F)cc2)CC1 | -11% | 0.2% |
| CCOc1ccc(/C=C2\C(=O)NC(=O)N(c3ccc(Cl)cc3)C2=O)c(OCC)c1 | 3% | 1.3% |
